PGC1a acetyl inh – lowers PGC1a acetylation signal in U2OS cells; 350,000 compounds, 0.17% hits; AID 651687; AlphaScreen anti-acetyl-lysine; with virally co-expressed GCN5 acetyltransferase; inhibition, % at 15.6 µM;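 active = every replicate shows inhibition of at least 40%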;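 note: 0% = neutral control wells and 100% = positive control wells; some results beyond the cut were filed as inactive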
Cneo AK release – Cryptococcus neoformans lysis via adenylate kinase release; 360,000 compounds, 0.2% hits; C. neoformans lysis, adenylate kinase release luminescence, 4 h; normalised: neutral wells 0, clomiphene wells 100; lysis activity, % at 15 µM;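 active = mean lysis activity across replicates of at least 80%, whatever share of replicates individually reach that level; inactive = mean lysis activity below 80%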
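Signal: Adenylate kinase release luminescence | Assay system: Log-phase Cryptococcus neoformans yeast cells | Input: Cells at 5 × 10^6 per mL | Buffer or medium: Fresh YPD growth medium | Compound: Single dose | Schedule: Static 4 h at 37 °C with compound, 1 h detection | Controls: Clomiphene | Read-out: Luminescence rise reflecting yeast cell lysis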
SIRT5 block – blocks human SIRT5 desuccinylation of peptide; Purified SirT5, succinyl-peptide AMC, trypsin-coupled fluorescence; 330,000 compounds, 1.1% hits; AID 652115; inhibition, % at 15 µM; in the data active = inhibition above about 15%
Target sequence (Q9NXA8 whole entry, looked up): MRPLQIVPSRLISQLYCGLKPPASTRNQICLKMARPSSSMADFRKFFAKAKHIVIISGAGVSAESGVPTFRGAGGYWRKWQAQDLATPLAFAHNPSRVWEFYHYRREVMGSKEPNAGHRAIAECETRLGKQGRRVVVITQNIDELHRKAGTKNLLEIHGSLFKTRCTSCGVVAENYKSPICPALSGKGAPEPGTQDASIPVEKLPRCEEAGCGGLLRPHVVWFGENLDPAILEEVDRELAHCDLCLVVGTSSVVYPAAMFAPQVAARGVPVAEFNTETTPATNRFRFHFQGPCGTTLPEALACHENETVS
S100A4 inh HTS – inhibitors of human S100A4 binding to myosin IIA peptide. 360,000 compounds, 0.14% hits. P26447. AID 652163. S100A4/TAMRA-MyoIIA peptide fluorescence polarization. inhibition, % at 10.7 µM;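 active = mean inhibition of at least 70% across replicates, with every replicate also reaching that level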
Target sequence (P26447 whole entry, looked up): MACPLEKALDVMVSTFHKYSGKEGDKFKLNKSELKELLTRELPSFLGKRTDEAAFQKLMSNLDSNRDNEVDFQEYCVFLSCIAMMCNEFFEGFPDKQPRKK
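Test system: S100A4 monomer protein; Medium: HEPES pH 7.2 with CaCl2, KCl, NaCl, DTT, Triton; Probe or stimulus: TAMRA-labelled myosin IIA heavy-chain peptide probe, 5 nM; Doses: one dose per compound; Times: polarization read 5 min after assay mix addition, stable 5–60 min; Benchmarks: neutral control DMSO, positive control TFP.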
ERAP1 HTS inh – inhibitors of human ERAP1 aminopeptidase. recombinant ERAP1, Leu-AMC fluorescence, 60 min. Q9NZ08. AID 652197. inhibition, % at 10.7 µM. 340,000 compounds, 0.15% hits;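 active = mean replicate inhibition of at least 30%, or all replicates individually reaching that 30% level; inactive = mean below 30% and not every replicate reaching it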;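 note: 0% = neutral control wells and 100% = L-leucinethiol positive control wells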
Statin myotox sup – protects C2C12 myotubes from simvastatin toxicity; rescue of ATP level, % at 7.49 µM; ATP luminescence, 48 h; scaled: DMSO 0, geranylgeraniol control 100; 330,000 compounds, 0.78% hits;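 active = mean ATP rescue above about 67%, or every replicate alone reaching that limit, limit read from the data, passing the limit was not always enough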;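 note: myotubes were challenged with 10 µM simvastatin during compound exposure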
LGR2 inh – blocks bursicon-induced cAMP signaling via Drosophila LGR2; AID 720647; HEK293 LGR2, CRE-luciferase, bursicon-stimulated, 4 h; 380,000 compounds, 0.35% hits; inhibition, % at 9.99 µM;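 active = drop in luminescence signal, shown as inhibition above about 50% in the replicate tests, limit read from the data, passing the limit was not always enough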;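 note: agonist challenge used bursicon conditioned medium at about half maximal strength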
XiGFP reactiv – X-chromosome reactivation activator. XiGFP mouse fibroblasts, % GFP-positive cells imaging, 3 d; cells co-treated with 5-aza-dC sensitizer; scaled so ellipticine positive control = 100%. activation, % at 7.58 µM. 360,000 compounds, 0.055% hits. AID 743238;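 active = mean normalized replicate activation at least 10% and every replicate at or above 10%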;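 note: 0% = median of on-plate neutral control wells and 100% = ellipticine 6 µM median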
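System: 68-5-11 XiGFP fibroblast line | Buffer or medium: DMEM containing 5-aza-dC | Compound: Single point | Times: Compounds 3 days, fix/stain 15 min at room temperature | Benchmarks: Positive control ellipticine, 6 µM final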
An asterisk follows results filed as active; . = no result given; & = joins results of further samples.

Start of the data: the first three records (preview)
Results follow in this order: PGC1a acetyl inh, Cneo AK release, SIRT5 block, S100A4 inh HTS, ERAP1 HTS inh, Statin myotox sup, LGR2 inh, XiGFP reactiv
COC(=O)c1ccccc1NCCO
  ., 0, -2, -2, -6, 7, 6, 0.0
COc1ccccc1N1CCN(C(=O)c2ccc3nc[nH]c3c2)CC1
  ., 3, 0, 7, -6, ., 18, 0.1
COc1ccc(C2Nc3ccccc3NC3=C2C(=O)CC(C)(C)C3)cc1OC (configuration not stated)
  -5, -1, 4, -1, 0, 17, -15, 0.2

This part in full, from the first entry:
Results follow in this order: PGC1a acetyl inh, Cneo AK release, SIRT5 block, S100A4 inh HTS, ERAP1 HTS inh, Statin myotox sup, LGR2 inh, XiGFP reactiv
COC(=O)c1ccccc1NCCO
  ., 0, -2, -2, -6, 7, 6, 0.0
COc1ccccc1N1CCN(C(=O)c2ccc3nc[nH]c3c2)CC1
  ., 3, 0, 7, -6, ., 18, 0.1
COc1ccc(C2Nc3ccccc3NC3=C2C(=O)CC(C)(C)C3)cc1OC (configuration not stated)
  -5, -1, 4, -1, 0, 17, -15, 0.2
CCOc1ccc(NC(=O)CN(C)C(=O)c2c(-c3ccccc3Cl)noc2C)cc1OCC
  -8, 0, -1, -5, 2, -3, -4, 0.1
CC(=O)N(C)C[C@H]1Oc2ncc(-c3ccc(C#N)cc3)cc2C(=O)N([C@@H](C)CO)C[C@H]1C
  0, -1, -1, -2, -1, 8, -16, 0.5
CCOc1cc(C)c(S(=O)(=O)N2CCCCC2)cc1C
  -13, ., -1, 3, ., ., 6, 0.8
COc1ccccc1N1CCN(C(=O)C2CCN(C(=O)c3ccc(C(C)(C)C)cc3)CC2)CC1
  -8, 1, 0, 7, -6, ., 11, 0.0
CC1=C(C(=O)OCc2ccccc2)C(c2ccc([N+](=O)[O-])cc2)NC(=O)N1C (configuration not stated)
  11, 4, 0, -5, 0, -7, 17, 0.0
S=C(NCc1ccccc1)NCc1cccc(Cl)c1
  6, 11, 0, -2, 4, ., -14, -0.1
O=[N+]([O-])c1ccc2nc(-c3ccccc3)[nH]c2c1
  ., -7, -2, 0, -1, ., -45, 0.4
O=C(COC(=O)c1ccc[n+]([O-])c1)Nc1cc([N+](=O)[O-])ccc1Cl
  5, -1, -7, -5, -2, -6, -4, 0.0
CCOc1ccc(C(=O)Nc2nccs2)cc1[N+](=O)[O-]
  ., ., 1, -1, 2, ., -7, -0.1
COc1ccccc1CNC(=O)C1CCN(S(=O)(=O)c2ccc3c(c2)OCCO3)CC1
  ., -1, 2, 1, 1, 2, -4, 0.0
COc1cc(C2N(c3ccc(Cl)cc3)C(=O)C3CCCN32)cc(OC)c1OC (configuration not stated)
  5, -1, ., -6, ., -4, 22, 0.3
O=C(COC(=O)c1ccc(O)cc1)Nc1nccs1
  14, -1, -3, -1, -1, -10, -11, 0.1
CSCC[C@H](NC(=O)Nc1ccc(C)cc1)C(=O)O
  3, 0, 0, -5, 0, 9, 16, .
O=C(c1ccc(F)cc1)C1CCN(C(=S)Nc2ccc(F)cc2)CC1
  1, -18, -1, 0, 0, -12, 16, 0.0
CC(C)C(O)(C#CCN1CCCCCC1)c1ccccc1 (configuration not stated)
  -3, -1, -1, -3, -5, -3, 6, 0.0
CC(C)N(Cc1cnn(C)c1)Cc1nc(COc2ccccc2)no1
  -12, -2, -6, -1, -1, 1, 0, 0.0
COc1cc(NC(=O)CCc2nnc3ccc(N4CCC(C)CC4)nn23)cc(OC)c1
  ., 5, -3, -3, 2, -6, -21, 0.1
CC(C)NC(=O)N(C)C[C@@H]1OCCCC[C@H](C)Oc2ccc(NC(=O)c3ccncc3)cc2C(=O)N([C@H](C)CO)C[C@@H]1C
  -6, -1, -2, -18, 1, 12, 5, 0.0
COc1ccc(NC(=O)Nc2ccc3c(c2)C(=O)N([C@H](C)CO)C[C@@H](C)[C@H](CN(C)S(=O)(=O)c2ccc(Cl)cc2)OCCCC[C@@H](C)O3)cc1
  -16, 87*, 3, -5, -3, ., 0, 0.0
COc1ccc(C#Cc2cnc3c(c2)C(=O)N([C@H](C)CO)C[C@H](C)[C@@H](CN(C)CC2CCCC2)O3)cc1
  -16, -1, 0, -2, -2, 14, 0, -0.6
CCn1c(CNC(=O)c2ccccc2F)cc2cc(C)ccc21
  ., 0, -4, -3, 0, 21, -15, 0.2
CCOC(=O)Oc1ccc(/C=C2\N=C(C)OC2=O)cc1
  -1, 0, 0, -2, -1, 33, -10, 0.1
C[C@@H]1CCCCO[C@@H](CN(C)C(=O)Cc2ccccc2)[C@@H](C)CN([C@H](C)CO)C(=O)c2cc(NC(=O)CCCN(C)C)ccc2O1
  0, -3, -2, -1, -1, ., 25, -0.1
O=C(NCc1ccc2c(c1)OCO2)C1CCC(CNc2c(N3CCCCC3)c(=O)c2=O)CC1 (configuration not stated)
  -7, 0, -3, -6, -7, -18, 15, -0.1
O=C(Nc1ccc(F)cc1)Nc1ccc(NC(=O)c2ccccc2O)cc1
  -12, -9, -5, 8, 1, ., ., 0.0
CCCC(Oc1ccc(Br)cc1)c1nc2c3cc(OC)c(OC)cc3nc(=S)n2[nH]1 (configuration not stated)
  ., ., 0, -2, 5, ., 8, 0.6
Cc1ccc(NC(=O)NCCCN2CCCC2=O)cc1
  2, -2, ., ., ., 6, -8, .
COc1ccc2c3c(n(C)c2c1)[C@@H](CO)N(C(=O)NC(C)C)CC31CCN(CC2CCCC2)CC1
  ., ., -1, 8, -2, ., -12, 0.4
COCCN1C=C(C(=O)OC)C(c2ccc3c(c2)OCO3)C(C(=O)OC)=C1
  -3, -1, ., ., ., 2, 0, .
Cc1ccccc1S(=O)(=O)N[C@H]1CC[C@H](CCn2cc(-c3ccccc3)nn2)O[C@H]1CO
  -6, 1, 2, 4, 1, 8, -6, 0.7
COc1cccc(-c2ccc3c(c2)O[C@@H](CN(C)Cc2cccnc2)[C@H](C)CN([C@H](C)CO)S3(=O)=O)c1
  -5, -2, 11, 7, 2, -115, 23, 0.0
Cc1ccccc1N(CC(=O)NCc1ccc2c(c1)OCO2)C(=O)C1CSC(=O)C1 (configuration not stated)
  2, 0, -3, 4, 1, -1, 7, -0.1
C[C@@H]1CCCCO[C@H](CN(C)C(=O)C2CCCCC2)[C@@H](C)CN([C@H](C)CO)C(=O)c2cc(NS(=O)(=O)c3cccs3)ccc2O1
  -17, 0, -3&-1, 4&-4, -3&-1, ., 5&0, 0.2&-0.1
COc1ccc(CN(C)C[C@H]2Oc3c(NS(=O)(=O)c4cn(C)cn4)cccc3C(=O)N([C@H](C)CO)C[C@@H]2C)cc1
  6, 0, -4, -7, 5, 57, 1, 0.2
COc1ccc(-n2c(=S)[nH]c3cc(C(=O)Nc4cccc(C)c4)ccc3c2=O)cc1
  ., ., 0, 29, 1, ., 16, 0.1
CCCN(CCC)S(=O)(=O)c1ccc(C(=O)Nc2nnc(COC)o2)cc1
  ., ., -4, -15, 10, ., 0, 0.2
O=C(NCCCN1CCCC1=O)c1cccs1
  3, 0, ., ., ., 10, 12, .
Cc1ccc(S(=O)(=O)N2CCN(c3ncccn3)CC2)cc1C
  -6, -1, 0, -1, 1, 3, -14, 0.1
Cc1ccc(-c2cnc3c(c2)C(=O)N([C@@H](C)CO)C[C@H](C)[C@@H](CN(C)C(=O)Cc2ccncc2)O3)cc1
  -22, 5, 10, 1, -3, -1, 12, -0.3
COC(=O)c1cc(COc2ccc3c(c2)oc(=O)c2ccccc23)c(C)o1
  11, 5, ., ., ., -105, -4, .
Cn1c(=O)c2[nH]c(SCc3ccccn3)nc2n(C)c1=S
  ., ., 0, 5, 5, ., 9, 0.1
O=C(Nc1ccccc1)N[C@H]1CC[C@H](CCn2cc(C3(O)CCCC3)nn2)O[C@H]1CO
  1, 14, -1, -1, 2, 5, 14, -0.3
CCn1cc(CN2CCCC(CNS(=O)(=O)c3cccc4cccnc34)C2)cn1 (configuration not stated)
  ., 1, 11, -6, -8, ., 4, 0.2
CCC(=O)Nc1cc(-c2cc3ccccc3oc2=O)ccc1OC
  ., ., -3, -3, 10, ., 16, 0.0
c1ccc2c(CCNc3ncnc4nc[nH]c34)c[nH]c2c1
  5, 1, ., 9, 6, 4, 4, 0.2
N#Cc1ccc(Oc2nc(C(N)=O)cc(-c3ccccc3)n2)cc1
  0, 1, -2, -1, 2, -2, -6, .
Oc1[nH]c2ccccc2c1C1=NCCCCC1
  -2, 2, -1, -2, -7, 6, 13, 0.0
CN(C(=O)c1cccc(NC(=O)Cc2cccc(NC(=O)C3CCN(C(=O)C4CCCC4)CC3)c2)c1)C1CC1
  -1, -2, -2, 4, -3, 0, 7, 0.3
Cc1nc(SCc2ccccc2)n[nH]1
  ., 3, -4, -14, -2, -10, 0, 0.0
O=C(CSc1nnc(-c2ccc(O)cc2)o1)Nc1cccc(O)c1
  ., -1, 8, -7, 1, 18, 4, -0.1
CCN(c1ccccc1)c1cc2ccccc2c(=O)[nH]1
  -8, 3, -12, 3, -12, -12, -8, 0.0
CCc1cc2c(nc1CC)CCCN2CCOC
  ., ., ., -1, -5, ., -9, 0.1
COC(=O)CN1C(=O)[C@H]2[C@@H](c3ccc(C)o3)N3C(=O)CN(Cc4ccccc4)C(=O)[C@@]3(C)[C@H]2C1=O
  4, -1, ., 4, ., 22, ., 0.2
CCCc1nnc(SCC(=O)Nc2ccc(C(=O)OCC)cc2)o1
  ., -1, 3, 0, -4, 2, -10, 0.0
c1ccc2c(c1)OCC(c1nn3c(Cn4nnc5ccccc54)nnc3s1)O2 (configuration not stated)
  8, ., 8, 0, 7, 24, -5, .
COCC(=O)N(C)C[C@@H]1Oc2cc(Br)ccc2S(=O)(=O)N([C@H](C)CO)C[C@H]1C
  -2&-2, 0, -5&-4, -4&0, 3&-1, -3&6, 12, -0.1&-0.7
COc1ccccc1CN1[C@@H](CO)[C@@H](c2ccccc2)C12CN(C(C)=O)C2
  0, ., -1, -12, 1, ., 18, -0.1

(cont.)
Results follow in this order: PGC1a acetyl inh, Cneo AK release, SIRT5 block, S100A4 inh HTS, ERAP1 HTS inh, Statin myotox sup, LGR2 inh, XiGFP reactiv
O=c1ccncn1C1OC(CO)C(O)C1O (configuration not stated)
  ., ., -2, -26, 2, ., -7, -0.2
COc1cnc(-c2ccccn2)nc1N(C)C
  -1, ., 7, -7, 14, 37, 3, 1.0
C[C@@H]1CN([C@H](C)CO)C(=O)c2cc(NS(=O)(=O)c3ccccc3)ccc2O[C@@H](C)CCCCO[C@@H]1CN(C)C
  6, 0, 1, 31, 2, -17, 3, 0.1
COC(=O)[C@H]1[C@@H]2COc3ccccc3[C@H]2N[C@H]1C(=O)OC
  ., 21, -1, 1, 4, ., ., .
CCC(C)NC(=O)CN1C(=O)C(CC)Sc2ccccc21 (configuration not stated)
  0, 0, -2, -1, ., ., 3, 0.9
COCCN(CC1CCCN(C2Cc3ccccc3C2)C1)C(=O)c1ccc(C(C)=O)cc1 (configuration not stated)
  15, 1, -3, -5, -4, -4, -2, 0.0
CCCN(CCC)CC(C)(C)NS(=O)(=O)c1ccc(Cl)cc1
  -10, 0, ., -1, 2, 11, 0, 0.0
Cc1ccccc1C(=O)c1cccn1CC(=O)NC(C)c1ccc2c(c1)OCCO2 (configuration not stated)
  ., -1, -4, -5, 1, ., -26, 0.4
O=C(C[C@H]1C[C@H]2c3cc(NC(=O)NC4CCCC4)ccc3O[C@H]2[C@@H](CO)O1)NCC1CC1
  4, 6, -2, 8, -2, 4, 6, 0.4

These rows are one share of the data; the hit share may differ from the screen's.
